PhoP GFP inhibition = PhoP regulon inhibitors, Salmonella typhi PhoP promoter GFP reporter, confirmatory (AID 1850); Salmonella Typhi PhoP-promoter GFP reporter, fluorescence, 4 h; higher % means a stronger effect; one-dose inhibition, % at 50 µM; IC50 in µM for titrated hits; 310,000 compounds, 0.33% hits; in the data active = a potency from the dose series; inconclusive = inhibition mostly from about 25% at the one dose, without a potency; inactive = the rest, 99 in 100 with inhibition below about 19%;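 note: 0% = induced wells with vehicle and 100% = uninduced wells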
inhibitors of VEEV = inhibitors of VEEV TC-83 cytopathic effect, confirmation, Vero cells (AID 588727) | Vero cells, VEEV TC-83 cytopathic effect inhibition; higher % means a stronger effect | inhibition, % at 20 µM, or IC50 in µM where a hit was titrated | 350,000 compounds, 0.13% hits; in the data active = a potency from the dose series; inconclusive = inhibition mostly from about 14% at the one dose, without a potency; inactive = the rest, 99 in 100 with inhibition below about 12%; note: strong numbers were not always called active
tuberculosis growth = growth inhibition of non-replicating M. tuberculosis (AID 488890) | 320,000 compounds, 0.39% hits | Mycobacterium tuberculosis non-replicating, growth inhibition; higher % means a stronger effect | one-dose inhibition, % at 25 µM; IC50 in µM for titrated hits; in the data active = a potency from the dose series; inconclusive = inhibition mostly from about 82% at the one dose, without a potency; inactive = the rest, 99 in 100 with inhibition below about 76%;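 note: plate controls were DMSO cells for no effect and high antibiotic wells for full effect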
H37Rv inhibition = M. tuberculosis growth inhibition, HTS (AID 449762); M. tuberculosis H37Rv growth inhibition, 7H9 media; higher % means a stronger effect; inhibition, % at 25 µM, or IC50 in µM where a hit was titrated; 330,000 compounds, 0.59% hits; in the data active = a potency from the dose series; inconclusive = inhibition above about 70% without an active follow-up result;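 note: bacterial growth assessed after seven days of incubation; strong numbers were not always called active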
H1N1 NS1A inhibition = NS1A inhibition, H1N1 influenza, cell based functional assay (AID 504329); one-dose inhibition, % at 12.5 µM; IC50 in µM for titrated hits; 340,000 compounds, 0.3% hits; NS1A functional cell-based assay, percent inhibition; higher % means a stronger effect; in the data active = a potency from the dose series; inconclusive = inhibition above about 27% without an active follow-up result; note: strong numbers were not always called active
inhibitors of VEEV 10K pilot screen = further read-out of inhibitors of VEEV, marked with its call; inhibition, %; measured here: 10K pilot screen inhibition
An asterisk follows results filed as active; i = inactive; ? = inconclusive; · = not tested or not shown.

SMILES	PhoP GFP inhibition	inhibitors of VEEV	tuberculosis growth	H37Rv inhibition	H1N1 NS1A inhibition	others
Cc1ccc(S(=O)(=O)N(C)CC(=O)OCC(=O)NCCN2C(=O)CSC2=O)cc1	·	2.2%	0%	-2%	-5%
CCOC(=O)c1ccc(-c2ccc(/C=C(\C#N)C(=O)NCC3CCCO3)o2)cc1 (stereo not drawn)	2%	8.8%	50%	1%	1%
CSc1nc2nc(-c3ccc(F)cc3)c(CCN3CCN(C)CC3)cn2n1	13%	i	-2%	-5%	8%
COCCN(C(=O)COC(=O)c1ccc(Cl)nc1)c1c(N)n(Cc2ccccc2)c(=O)[nH]c1=O	3%	0.6%	-12%	-4%	-7%
O=C(O)Cc1ccc(OCc2ccc(Cl)nc2)cc1	-8%	i	-6%	-2%	-7%
CCSc1nc2ccccc2n1S(=O)(=O)c1ccccc1	·	1.2%	-11%	-6%	7%
COc1ccc(OCCN(C)C(=O)c2cccc(S(=O)(=O)N(C)c3ccccc3)c2)cc1	·	8.6%	18%	0%	4%
COc1ccc(C)cc1C(=O)CCC(=O)N1CCN(c2ccccc2F)CC1	·	8.3%	·	·	-5%
COC(=O)Cc1ccc(Oc2ncc(C(F)(F)F)cc2Cl)cc1	1%	2.1%	27%	3%	-4%
COc1ccc(C(=O)CC2SC(N)=NC2=O)cc1 (stereo not drawn)	18%	0.2%	6%	2%	-4%
CCCS(=O)(=O)N1CCC(C(=O)c2cccc(C(F)(F)F)c2)CC1	-3%	1.0%	16%	-3%	-4%
CCOC(=O)CSc1nc2c(cnn2-c2ccc(F)cc2)c(=O)[nH]1	0%	0.8%	3%	-2%	-11%
O=C(CSc1nc2c(c(=O)n1-c1ccc(F)cc1)SCC2)Nc1ccc2c(c1)OCO2	-4%	1.3%	20%	31%	8%
O=C(NCc1ccco1)c1cc(-c2ccc(Cl)cc2)on1	3%	7.7%	47%	8%	4%
O=C(Cc1ccc(Cl)cc1)OCc1nnc(-c2ccccc2)o1	-5%	i	73%	?	-17%
CCCCC/C=C\C/C=C\C/C=C\CCCCC(=O)O	5%	1.2%	1%	-3%	1%
CCCCN(CC)S(=O)(=O)N1CCC(C(=O)NCc2ccc(F)cc2)CC1	3%	0.7%	13%	1%	2%
Cc1ccc(C)c(S(=O)(=O)N2CCN(C(=O)c3cc(-c4cccs4)nn3-c3ccccc3)CC2)c1	-3%	9.5%	13%	5%	-1%
CC(C)[C@@H](C(=O)N1CCN(Cc2ccc3c(c2)OCO3)CC1)n1nnc2ccccc2c1=O	-5%	i	-2%	-1%	-12%
CC(C)N(C(=O)[C@H]1C[C@H](CC(=O)NCCCn2ccnc2)C(=O)N2CCc3c([nH]c4ccc(Cl)cc34)[C@]12C)C(C)C	·	i	·	·	-3%

Molecules listed so far containing four or more nitrogen atoms (6):
SMILES	PhoP GFP inhibition	inhibitors of VEEV	tuberculosis growth	H37Rv inhibition	H1N1 NS1A inhibition	others
CSc1nc2nc(-c3ccc(F)cc3)c(CCN3CCN(C)CC3)cn2n1	13%	i	-2%	-5%	8%
COCCN(C(=O)COC(=O)c1ccc(Cl)nc1)c1c(N)n(Cc2ccccc2)c(=O)[nH]c1=O	3%	0.6%	-12%	-4%	-7%
CCOC(=O)CSc1nc2c(cnn2-c2ccc(F)cc2)c(=O)[nH]1	0%	0.8%	3%	-2%	-11%
Cc1ccc(C)c(S(=O)(=O)N2CCN(C(=O)c3cc(-c4cccs4)nn3-c3ccccc3)CC2)c1	-3%	9.5%	13%	5%	-1%
CC(C)[C@@H](C(=O)N1CCN(Cc2ccc3c(c2)OCO3)CC1)n1nnc2ccccc2c1=O	-5%	i	-2%	-1%	-12%
CC(C)N(C(=O)[C@H]1C[C@H](CC(=O)NCCCn2ccnc2)C(=O)N2CCc3c([nH]c4ccc(Cl)cc34)[C@]12C)C(C)C	·	i	·	·	-3%

The list goes on:
SMILES	PhoP GFP inhibition	inhibitors of VEEV	tuberculosis growth	H37Rv inhibition	H1N1 NS1A inhibition	others
Cc1ccc(NC2CCCN(C(=O)CN3C(=O)CSC3=O)C2)cc1C (stereo not drawn)	-8%	2.1%	14%	1%	-1%
Cc1cc(C(=O)N/N=C/c2cc(Br)cc(Br)c2OC(=O)c2ccccc2)n[nH]1	12%	·	16%	1%	·
COc1ccc(C(=O)Nc2ccccc2N2CCCC2)cc1S(=O)(=O)N1CCOCC1	3%	9.2%	1%	-9%	-3%
CCOC(=O)c1cnc(-n2nc(C)cc2C)nc1Nc1ccc(O)cc1	11%	i	50%	-2%	-24%
COC(=O)C1=C(C)N=c2s/c(=C/c3ccoc3)c(=O)n2C1c1ccccc1 (stereo not drawn)	-15%	2.1%	16%	-2%	6%	inhibitors of VEEV 10K pilot screen=6.7
Cc1cc(SCC(=O)Nc2cccc(S(=O)(=O)N3CCOCC3)c2)nc2ccccc12	1%	8.0%	9%	-4%	-10%
CCOC(=O)/C(CCC[N+](C)(CC)CC)=N\O	-2%	0.4%	6%	0%	8%
CN(CCC#N)C(=O)CSc1nnc(-c2c[nH]c3ccccc23)o1	5%	0.1%	16%	-1%	-2%
O=C(c1ccc(F)cc1Cl)N(c1ccccn1)C1CCCCC1	2%	i	14%	-1%	-7%
O=C(CCl)N(c1ccccc1)c1c[nH]c2ccccc12	-5%	11%	?	?	5%
CN1CCN(S(=O)(=O)c2ccc(=O)[nH]c2)CC1	-9%	1.5%	-2%	-3%	-2%
CCC(=O)Nc1cc(OC)c(NC(=O)c2ccccc2)cc1OC	-12%	2.8%	11%	28%	-3%
CCCOc1ccc(/C=c2\sc3ncnn3c2=O)cc1	1%	1.1%	?	39%	1%
CCCN1Cc2cccc(C(=O)NCCc3ccccc3)c2C1=O	-4%	2.9%	19%	-5%	-6%
COC(=O)c1ccc(CSc2nc3sc(C)c(C)c3c(=O)[nH]2)cc1	9%	1.0%	0%	6%	-5%
COc1ccc(N2Cc3ccccc3C2)cc1Cl	-2%	0.4%	37%	-9%	0%	inhibitors of VEEV 10K pilot screen=1.4
CCOC(=O)c1c(NC(=O)COC(=O)Cc2c[nH]c3ccccc23)sc(C(=O)N(C)C)c1C	-4%	9.3%	7%	11%	13%
Cn1cc(C(=O)NC2CCCCC2)c(=O)c2cc(S(=O)(=O)N3CCOCC3)ccc21	-9%	3.7%	6%	0%	-10%
CSCC[C@H](NC(=O)COc1ccc(Cl)cc1)C(=O)N1CCC2(CC1)NCCc1[nH]cnc12	4%	3.7%	-2%	-2%	3%
COC(=O)Cc1c(-c2[nH]c3ccccc3c2CC(=O)OC)[nH]c2ccccc12	·	i	·	·	-2%
C=CCNC(=O)c1onc(CSc2ccc(F)c(F)c2)c1C(=O)O	-1%	0.8%	12%	7%	-7%
CC(CCn1cccn1)NC(=O)CCc1nnc(C2CCCCC2)o1 (stereo not drawn)	-34%	0.1%	-5%	1%	-4%
COC(=O)Cc1cn(-c2ncc(C(F)(F)F)cc2Cl)c2ccccc12	19%	1.3%	2%	6%	-13%
O=C(Nc1ccc(F)cc1)Nc1cc(OCC(F)(F)F)cc(OCC(F)(F)F)c1	-2%	4.9%	-5%	-7%	5%
CC1CCc2nn(CC(=O)Nc3c(F)cc(F)cc3Br)cc2C1 (stereo not drawn)	-11%	i	30%	-6%	9%
NC1=NC[C@@H](Cc2ccc(O)cc2)N1CCc1cccc(F)c1	-4%	3.2%	22%	4%	3%
CCN(CC)S(=O)(=O)c1cccc(C(=O)N/N=C/c2ccc(OC)c(O)c2)c1	7%	0.1%	-8%	-3%	4%
O=C(ONC1=NCCCCC1)c1c(F)cccc1F	-2%	0.7%	10%	4%	-4%
COc1cccc(-n2nnc3c(=O)n(Cc4ccc(C)cc4)cnc32)c1	0%	1.9%	-20%	-3%	0%
CCNC(=S)Nc1ccc(OCC)cc1	-3%	0.4%	24%	-3%	-8%
COc1ccc(NC(=O)NCc2cccnc2)cc1	-10%	1.1%	-18%	-7%	-11%
CCCc1nc2c(nnn2Cc2ccccc2F)c(=O)[nH]1	0%	2.1%	-6%	-1%	-1%
CC1=Nc2cc([N+](=O)[O-])ccc2NC(C)(C)C1	7%	2.5%	58%	5%	-9%
COc1cc2c(cc1OC)CN(C(=O)CN1CCN(S(=O)(=O)c3ccccc3)CC1)CC2	-2%	2.9%	-5%	-1%	-3%
CCOc1ccc(N2C(=O)C(c3ccccc3)=C(c3nc4ccccc4s3)C2NC(C)=O)cc1 (stereo not drawn)	-10%	?	12%	?	7%
CCOC(CNc1c([N+](=O)[O-])c(=O)n(C)c(=O)n1C)OCC	1%	i	-22%	1%	5%
COc1cccc(/C=C2\SC(=S)N(CCCC(=O)Nc3cc(C)on3)C2=O)c1	-19%	0.5%	-8%	-5%	-7%
C=CCNc1nc(Nc2ccc([N+](=O)[O-])cc2)nc(OCC)n1	-12%	0.4%	-13%	7%	-1%
C(=C1c2ccccc2-c2ccccc21)c1ccccn1	·	i	·	·	-9%
CCN(CC)Cc1nc2c(c(=O)[nH]1)C1(CCCC1)Cc1ccccc1-2	-5%	0.8%	?	?	-9%
COC(=O)Cn1c2nc3ccccc3nc2c2cccc(C)c21	9%	i	-2%	5%	-23%
O=C(O)C1=C[C@H](c2coc3ccccc3c2=O)C[C@H](OCCCCO)O1	8%	1.1%	-29%	-2%	6%
CCn1c(COc2cccc(OC)c2)nnc1SCC(=O)NC1CCCC1	·	1.1%	·	·	-5%
O=C(c1ccccc1[N+](=O)[O-])N1N=C(c2ccccc2)CC1(O)C(F)(F)F (stereo not drawn)	-4%	0.3%	3.9µM*	4%	-6%
COc1ccc(NC(=O)Cc2ccc(C)cc2)c([N+](=O)[O-])c1	10%	0.2%	24%	3%	1%
Cc1ccc(S(=O)(=O)N(CC(=O)N2CCCCCC2)c2ccccc2F)cc1	6%	0.8%	18%	-2%	-10%
O=C1CSC(c2cccc([N+](=O)[O-])c2)N1c1c(F)cccc1F (stereo not drawn)	-13%	i	25%	6%	-4%
O=c1c2ccccc2nnn1CSc1nnc(-c2cccs2)n1Cc1ccccc1	0%	?	12%	5%	-1%
N#CC(C#N)=C1C=CC=CN1/C(=C\c1ccco1)C(=O)c1ccc(Cl)cc1	14%	0.9%	79%	4%	10%
CCCCNS(=O)(=O)c1ccc2nc(-c3cccnc3)cc(C(=O)NC3CCCC3)c2c1	-4%	6.5%	-10%	2%	-2%
C=CCN(C(=O)C1=NN(C2CCS(=O)(=O)C2)C(=O)CC1)c1nc(-c2ccc([N+](=O)[O-])cc2)cs1 (stereo not drawn)	-5%	5.1%	31%	5%	11%
Cc1ccc(C(=O)NCC(=O)N/N=C/c2cccs2)cc1C	-11%	1.7%	17%	8%	-7%
CC(=NCCCN1CCOCC1)c1c(O)[nH]c(=O)[nH]c1=O	6%	i	4%	-2%	1%
Cc1cc([N+](=O)[O-])cc(/C=N/n2c(C)nc3ccccc3c2=O)c1O	77µM*	1.8%	57%	-5%	-7%
CCn1nnc(-c2ccccc2NC(=O)c2cccc(-n3cnnn3)c2)n1	-11%	i	12%	2%	1%
O=C(Cc1ccccn1)c1ccc(O)cc1O	-8%	1.5%	-14%	3%	7%
CCOC(=O)CCNC(C(=O)OCC)c1ccccc1 (stereo not drawn)	6%	0.5%	3%	-1%	-6%
O=C(CSCc1ccc(Cl)cc1)N1CCN(Cc2ccc3c(c2)OCO3)CC1	18%	1.5%	39%	9%	1%
CC(C)n1c(SC2C(=O)CC(C)(C)CC2=O)nc2c1c(=O)n(C)c(=O)n2C	4%	i	67%	5%	6%
COc1ccc(N(CC(=O)N2CCN(c3ccc(F)cc3)CC2)S(=O)(=O)c2c(C)noc2C)cc1	-3%	i	21%	3%	8%

More entries:
SMILES	PhoP GFP inhibition	inhibitors of VEEV	tuberculosis growth	H37Rv inhibition	H1N1 NS1A inhibition	others
COc1cc(NC(=O)C(=O)NCCN(C)C)c(OC)cc1Cl	4%	1.8%	4%	-2%	2%
COc1ccc(N(C(=O)c2csnn2)C(C(=O)NC2CCCC2)c2cccs2)cc1 (stereo not drawn)	1%	1.6%	23%	0%	-7%
COc1ccccc1CN(Cc1cccnc1)S(=O)(=O)c1ccc(-n2cnnn2)c(OC)c1	-8%	3.1%	9%	-10%	-4%
C=CCNC(=O)CCNS(=O)(=O)c1ccc(Br)cc1	-5%	1.4%	-1%	2%	7%	inhibitors of VEEV 10K pilot screen=0.7
CC(=O)N1CCN(Cc2nc3cc(NC(=O)COc4cccc(C)c4)ccc3n2C)CC1	-6%	3.4%	-1%	-7%	-2%
Cc1ccc(S(=O)(=O)Nc2c(C)nc3nc(C)[nH]n3c2=O)cc1	-2%	1.7%	0%	9%	9%

High-throughput results: PubChem, Southern Research Specialized Biocontainment Screening Center

Rows were taken by chance; any-hit rate near 1.4%.
